S3 lipid droplet – qHTS Assay for Lipid Storage Modulators in Drosophila S3 Cells; Drosophila S3 cells, BODIPY lipid droplet fluorescence, 18-24 h; cells fed with added oleic acid; lipid storage change, negative = inhibition, % at the top dose, mostly 46.1 µM; hits show Potency in µM; 0.64% of 320,000 active; AID 2685; active = well fitted inhibition curve with a large enough effect in the signal ratio, with a control signal flat, not every such curve was filed as active; inconclusive = small, poorly fitted or top-dose-only effect, or effect the other way, or a change in a side signal; the % refers to the signal ratio
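Drosophila S3 cells loaded with oleic acid (400 uM, as added) and compounds at several concentrations; lipid droplets imaged by 488-nm laser-scanning cytometry, 500–530 nm intensity and object ratio to cell channel. Percent activity normalized to 20 uM Triacsin C.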
S3 lipid droplet cell count max – recorded beside S3 lipid droplet, whose call it bears; cell number change, %; measured here: cell count max response;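 cells counted by Cell Tracker Red CMTPX staining in the red channel; peak over a dose series mostly up to 46.1 µM; percent activity relative to internal control wells on each plate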
An asterisk follows results filed as active; i = inactive; ? = inconclusive; / = not tested or not shown. % is scaled to controls: 0 for no effect and ±100 for the full control effect; potency is read from the fitted curve at half-maximal effect. Only part of the results is shown, so the mix of outcomes need not match the whole.

Values run as follows: S3 lipid droplet, S3 lipid droplet cell count max
COc1ccc(CNC(=O)C(Cc2ccccc2)n2cccc2)cc1 (centres undefined)
  -18%, /
CC(=O)CC(=O)NC1C2CC3CC(C2)CC1C3 (centres undefined)
  ?, /
CCC(=O)Oc1c(S(=O)(=O)c2ccc(C)cc2)c(C)nn1C(C)(C)C
  ?, /
COc1cc(O)c(C(CC(=O)N2CCCC2)c2ccc(N(C)C)cc2)c(OC)c1 (centres undefined)
  ?, /
Cc1cc(C(=O)COc2ccc(Br)cc2F)c(C)n1C1CC1
  ?, /
Nc1ncnc2c1nc(SCCO)n2Cc1ccccc1
  1%, 9
c1ccc(CNc2ncnc3sccc23)cc1
  16µM*, -16*
CCCCN1C(C(=O)Nc2cc(C)on2)=C(O)c2ccccc2S1(=O)=O
  5%, /
Cc1ccc(S(=O)(=O)C2(C(=O)N(C)C3CCCCC3)CC2)cc1
  -17%, 5
CC(C)(C)NC(=O)CN(CCN1CCOCC1)C(=O)CNS(=O)(=O)c1ccccc1
  ?, /
COc1cc(/C=N/Nc2ccccc2)ccc1OC(=O)c1cccs1
  -3%, -9
COc1cc(CN2CCNC(=O)C2CC(=O)NCCc2ncccc2C)cc(OC)c1 (centres undefined)
  5%, -12
O=C(Nc1ccccc1N1CCCCC1)c1ccc(-c2cccc(Cl)c2)o1
  ?, /
Cc1ccc2nc(SCC(=O)N3CCN(c4ccccc4)CC3)[nH]c2c1
  9%, 3
CC1(C)C(=O)OC(/C=C/c2cccc([N+](=O)[O-])c2)C(C)(C)C1=O (centres undefined)
  ?, /
COc1ccc(C(=O)NC(=S)N(CCC(C)C)c2c(N)n(Cc3ccccc3)c(=O)[nH]c2=O)cc1
  0%, 4
Cc1cc(C)c(S(=O)(=O)NCc2cccnc2)c(C)c1
  ?, /
Cc1onc(-c2ccccc2Cl)c1C(=O)NNC(=O)c1ccccc1F
  ?, /
Cc1ccc(-c2csc3ncn(CC(=O)O)c(=O)c23)cc1C
  ?, /
O=S(=O)(Nc1ccc(Br)cn1)c1cccs1
  ?, /
Cc1cccc(NC(=S)Nc2cccc(C(F)(F)F)c2)n1
  ?, /
O=C(Nc1ncn[nH]1)c1c(Cl)ccc(Cl)c1Cl
  ?, /
Oc1ccc(-c2nc3ccccc3s2)cc1
  2%, 5
COc1ccc(-c2nn(-c3ccccc3)cc2C=O)cc1[N+](=O)[O-]
  ?, /
O=C(CSCc1ccc(Cl)cc1Cl)Nc1c[nH]c(=O)[nH]c1=O
  7%, 22
Cc1ccc(-c2cc([C@H]3[C@@H]4C=CCC[C@@]4(C)C(=O)N3Cc3ccccc3)ccc2F)cc1
  -28%, /
CC(C)NC(=O)NC(=O)COC(=O)C1CCCN1C(=O)c1cccs1 (centres undefined)
  ?, /
CCCSc1n[nH]c(NC(C)=O)n1
  ?, /
Cn1c(SCC(=O)c2ccc(-c3ccccc3)cc2)nnc1-c1ccco1
  ?, /
Cn1c(=O)c2c(nc(NCc3ccco3)n2C)n(C)c1=O
  ?, /

Four entries picked at random from those above:
Values run as follows: S3 lipid droplet, S3 lipid droplet cell count max
CCCSc1n[nH]c(NC(C)=O)n1
  ?, /
Cc1cc(C(=O)COc2ccc(Br)cc2F)c(C)n1C1CC1
  ?, /
O=C(Nc1ncn[nH]1)c1c(Cl)ccc(Cl)c1Cl
  ?, /
COc1ccc(CNC(=O)C(Cc2ccccc2)n2cccc2)cc1 (centres undefined)
  -18%, /

(further entries)
Values run as follows: S3 lipid droplet, S3 lipid droplet cell count max
COc1cc2[nH]c(=O)n(Cc3ccc(C(=O)NCCCN4CCC(C)CC4)cc3)c(=O)c2cc1OC
  ?, /
COC(=O)CCCN1C(=O)c2cccc3cccc(c23)C1=O
  ?, /
CCOCC(=O)N1CCN(Cc2ccc3c(c2)OCO3)CC1
  ?, /
OC(CNCc1ccccc1F)(c1ccc(F)cc1)c1ccc(F)cc1
  ?, /
Cc1ccsc1/C=N/Nc1ccc(F)cc1F
  ?, /
COc1cc(CNc2cc(C)ccc2C)cc(OC)c1OC
  ?, /
Cc1ccc2[nH]c(C)c(/C=C/c3cc[n+](C)cc3)c2c1
  ?, /
CC(C)C(=O)Nc1cccc(C(=O)Nc2cc([N+](=O)[O-])ccc2F)c1
  ?, /
Cc1nc2nc(SCc3ccccc3)[nH]n2c(=O)c1C
  19%, 1
O=C(COC(=O)CN1C(=O)c2ccccc2C1=O)Nc1cccc(F)c1
  -1%, -3
COC(=O)c1cccc(NC(=O)c2cc(OC)c(OC)c(OC)c2Br)c1
  ?, /
COc1ccc(/C=N/NC(=O)c2ccc(Cl)cc2Cl)cc1COC(C)=O
  5%, 15
C=CCN1C(=O)S/C(=C\c2ccc3c(c2)n(C)c(=O)n3C)C1=O
  ?, /
CCOc1ccc(NC(=O)c2c(NC(=O)CN3CCN(C)CC3)sc3c2CCC3)cc1
  ?, /
O=C(NCCNCCO)c1c(O)c2cccc3c2n(c1=O)CCC3
  ?, /
COc1ccc(-c2cn(CCO)c(CCN)n2)cc1
  3%, -29
CCOCCCNC(=O)C(NC(=O)c1ccccc1O)c1ccc(Cl)cc1 (centres undefined)
  ?, /
O=C(CCN1CCN(c2ccc(Cl)cc2)CC1)Nc1nccs1
  i, /
COc1ccc2nc(SCc3nc(N)nc(Nc4ccccc4)n3)[nH]c2c1
  ?, /
CS(=O)(=O)N1CCN(c2ccccc2NC(=O)c2ccc(-c3ccc(Br)cc3)o2)CC1
  ?, /
Cn1c(-c2cccc(F)c2)nc2c1c(=O)[nH]c(=O)n2Cc1ccccc1
  -14%, 21
COC(=O)c1ccccc1NC(=S)NC(=O)c1cccc2ccccc12
  11%, -1
CCOC(=O)N1CCN(C(=O)Cc2ccc(-n3c(=O)[nH]c4ccccc4c3=O)cc2)CC1
  5%, 4
COc1ccc(CC(=O)Nc2ccc(-c3noc(-c4cccc(OC)c4)n3)cc2)cc1
  -17%, 0
CN(C)S(=O)(=O)c1cccc(NC(=S)NC(=O)C2CCCCC2)c1
  ?, /
CC(C)C(=O)Nc1cc(S(=O)(=O)Nc2cccc(Cl)c2)ccc1Cl
  -3%, /
Cc1ccc(C2N(C)c3ccccc3-c3nc4ccccc4n32)o1 (centres undefined)
  ?, /
O=C1CN(C(=O)c2c(F)cccc2F)C(c2ccccc2)c2cc(Br)ccc2N1 (centres undefined)
  i, 12
COCCNC(=O)C(c1ccc(C)o1)N(Cc1ccc(OC)cc1)C(=O)Cn1nnc2ccccc21 (centres undefined)
  ?, /
Cn1cccc1/C=N/NC(=O)c1ccccn1
  2%, 10
Cc1c(NC(=O)CNCc2ccc3c(c2)OCO3)c(=O)n(-c2ccccc2)n1C
  -7%, 1
CCCc1cc(NCCCN2CCOCC2)n2c(nc3ccccc32)c1C#N
  -1%, -1
CN1C(=O)N(C)C2(c3ccccc3)Nn3c(s/c(=C/c4ccccc4)c3=O)=NC12c1ccccc1 (centres undefined)
  ?, /
COc1ccc(-n2c(SCC(=O)Nc3cc(C)on3)nc3c(c2=O)SCC3)cc1OC
  -15%, -22
N=c1c2c(n(Cc3cccc(Cl)c3)c3c1CCC3)CCCC2
  ?, /
CCOC(=O)c1[nH]c(C)c(/C(O)=C2\C(=O)C(=O)N(CCCN(C)C)C2c2cccnc2)c1C (centres undefined)
  ?, /
Nc1nn2c(-c3ccccc3)cc(=O)[nH]c2c1N=Nc1ccc(Br)cc1
  i, /
C=CCSc1nnc(NC(=O)Cc2ccc(OC)c(OC)c2)s1
  ?, /
CC(=O)c1ccc(N2CCN(S(=O)(=O)c3c(C)[nH]c(C)c3C(=O)N3CCCCC3)CC2)cc1
  i, -18
Cc1cc(N2CCN(Cc3nc(-c4ccc(Cl)cc4)oc3C)CC2)cc(C)n1
  ?, /
CSc1ccccc1C(=O)Nc1ccc2c(c1)OCO2
  ?, /
O=C(COC(=O)c1n[nH]c2ccccc12)NC(=O)NC1CCCC1
  i, 2
COC(=O)c1sccc1NC(=O)Nc1ccccc1OC
  ?, /
COc1ccccc1NS(=O)(=O)c1ccc(O)c(C(=O)OCC(=O)N2c3ccccc3CC2C)c1 (centres undefined)
  ?, /
O=C(NC1CCCCC1)C1CCN(C(=O)c2ccc(Cl)cc2)CC1
  i, 0
CC(=O)N1[C@H](C)C=C[C@]1(Cc1ccccc1)C(=O)NCc1cc(F)cc(C(F)(F)F)c1
  ?, /
CCC(c1nnc(SCC(=O)Nc2ccc(C(=O)Nc3ccccc3OC)cc2)o1)N(C)C (centres undefined)
  ?, /
COCCn1c(=O)c2c(nc3n2CCN3c2ccc(C)cc2)n(C)c1=O
  6%, 0
O=S1(=O)C=C(SCc2cccc(Cl)c2)Nc2ccccc21
  7%, -9
O=C(NC1CCCCC1)c1cccc(COCC(F)(F)F)c1
  -19%, -12
CN1CCN(S(=O)(=O)c2ccc(NC(=O)Cc3cccs3)cc2)CC1
  -13%, 1
Cc1cnc(C(=O)NCc2ccc(F)cc2)cn1
  ?, /
COc1ccc(/C=N/N=C/c2ccc(OC)cc2)cc1
  ?, /
CCOc1cc(CNCc2ccccc2)ccc1OCc1ccc(Cl)cc1
  ?, /
CC1CCN(C(=O)C(NS(=O)(=O)c2cccc3nsnc23)c2ccccc2)CC1 (centres undefined)
  -5%, -4
COc1ccc(C(=O)c2cc3ccc(O)cc3oc2=O)cc1
  ?, /
Cc1csc(/N=C/N(C)C)c1C#N
  ?, /
CCCC(=O)Nc1ccccc1Sc1ncnc2scc(-c3ccccc3)c12
  ?, /
Cc1cccc(OCCn2c(=S)[nH]c3ccccc32)c1
  ?, /
CCCCN(CC)CCNC(=O)c1cn(CCOC)c(=O)c2c1c1ccccc1n2C
  ?, /

Carrying on:
mol	S3 lipid droplet	S3 lipid droplet cell count max
O=C1CN(CC(=O)Nc2ccc(SC(F)F)cc2)CCN1	-5%	1
CCOP(=O)(OCC)C(NC(=O)Nc1cccc(Cl)c1)C(N)=O (centres undefined)	-5%	-9
COc1cccc(NC(=O)CSc2nnc(-c3ccoc3C)n2-c2ccccc2)c1	?	/
COC(=O)CN(c1ccc(OC)cc1)S(=O)(=O)c1c(C)noc1C	8%	-14
CCC1(c2ccccc2)NC(=O)N(CC(=O)Nc2cccc(S(=O)(=O)N3CCCC3)c2)C1=O (centres undefined)	?	/
Cc1cc(C)nc(NS(=O)(=O)c2ccc(NC(=O)C3CC3)cc2)n1	?	/
O=C(O)c1ccc(/C=C(\c2nc3ccccc3[nH]2)c2nc3ccccc3s2)cc1	8%	-12
CC1CCN(c2ccccc2NC(=S)NC(=O)c2ccc(-c3cccc([N+](=O)[O-])c3)o2)CC1	?	/
CCn1c(COc2cccc3cccnc23)nnc1SCC(=O)O	?	/
CCC(C)(C)C(=O)Nc1ccc(OC)cc1[N+](=O)[O-]	0%	-9
Cc1ccc(C)c(OCc2cc(C(=O)N(C)Cc3nccs3)no2)c1	i	14
CCOC(=O)NC(=O)CSc1nnnn1-c1ccc(C)cc1	i	26
CCC(=O)c1ccccc1OCCN1CCN(Cc2ccccc2)CC1	9%	0
Cc1cccc(NC(=S)N2CCC(c3nc4ccccc4o3)CC2)c1	5%	11
COc1ccc(-c2cc(C(=O)N3CCOCC3)no2)cc1OC	10%	-4
CC1(c2ccccc2Cl)NC(=O)N(CC(=O)Nc2ccc(N3CCCCC3)cc2)C1=O (centres undefined)	?	/
Cc1nnc(-c2ccc(Oc3ccc(Cl)cc3)c([N+](=O)[O-])c2)o1	?	/
Cc1ccccc1OCC(O)CN1CCC(C)CC1 (centres undefined)	?	/
COc1ccc(OCCN2CCN(S(=O)(=O)c3ccccc3C#N)CC2)cc1	i	-16
COC(=O)c1ccc(C(=O)Nc2cc(Cl)ccc2Cl)cc1NC(=O)c1ccc(N(C)C)cc1	?	/
CCN(CC)S(=O)(=O)c1ccc(NC2CCCc3ccccc32)nc1 (centres undefined)	-12%	-14
COC(=O)C(Cc1ccccc1)NC(=O)CCCC(=O)NCc1cccc(OC)c1 (centres undefined)	?	/
Cc1ccc(N(C(=O)c2csnn2)C(C(=O)NC2CCCCC2)c2ccccn2)c(C)c1 (centres undefined)	?	/
C#CCOc1ccc(C2C3=C(CCCC3=O)N(CC(=O)O)C3=C2C(=O)CCC3)cc1Br	i	/

Seven entries out of the list above, sorted by their value in S3 lipid droplet cell count max, high to low:
SMILES	S3 lipid droplet cell count max
Cc1ccc2nc(SCC(=O)N3CCN(c4ccccc4)CC3)[nH]c2c1	3
COC(=O)c1ccccc1NC(=S)NC(=O)c1cccc2ccccc12	-1
CC1CCN(C(=O)C(NS(=O)(=O)c2cccc3nsnc23)c2ccccc2)CC1 (centres undefined)	-4
CCOP(=O)(OCC)C(NC(=O)Nc1cccc(Cl)c1)C(N)=O (centres undefined)	-9
O=C(NC1CCCCC1)c1cccc(COCC(F)(F)F)c1	-12
COC(=O)CN(c1ccc(OC)cc1)S(=O)(=O)c1c(C)noc1C	-14
CC(=O)c1ccc(N2CCN(S(=O)(=O)c3c(C)[nH]c(C)c3C(=O)N3CCCCC3)CC2)cc1	-18

Additional compounds.
mol	S3 lipid droplet	S3 lipid droplet cell count max
CCCSc1nc2[nH]ncc2c(=O)[nH]1	-2%	0
Cc1ccc(F)cc1NC(=O)Nc1cc(C(C)(C)C)nn1C	?	/
CCCCCc1ccc(-c2cn(Cc3ccc(C)cc3)nn2)cc1	?	/
CCN(CC)S(=O)(=O)c1ccc(N/N=C/c2ccc(O)cc2O)nc1	-5%	-5
COCCN(Cc1cc2cc(C)c(C)cc2nc1Cl)C(=O)Nc1ccccc1	i	/
CC1CCCN(C(=S)Nc2ccc3nc4n(c(=O)c3c2)CCCCC4)C1 (centres undefined)	-1%	-2
O=C(Nc1ccccn1)c1ccc(Cl)c(S(=O)(=O)N2CCCC2)c1	?	/

Screening results: PubChem, National Center for Advancing Translational Sciences (NCATS)
